FBW7 activator = activators of human E3 ligase FBW7; Q969H0; AlphaScreen FBW7–phospho-cyclin E peptide binding, activator screen; normalized activity (activation), % at 26.1 µM; 650,000 tested, 0.13% active; AID 1259310; in the data active means normalized activity above about 1.9%;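 further: purified mutant Fbw7 with reduced substrate affinity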
TEAD-YAP block = TEAD-YAP interaction inhibition; 640,000 tested, 1.4% active; HEK-TIYL cells, TEAD-Gal4/YAP UAS-luciferase luminescence; inhibition, % at 9.12 µM; in the data active means inhibition above about 32%;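 further: 0% = median of test compound wells and 100% = reference inhibitor wells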
MITF inh = inhibitors of human MITF | O75030 | AlphaScreen MITF homodimerization, bead proximity signal | inhibition, % at 2.6 µM | 650,000 tested, 0.91% active | AID 1259374; in the data active means inhibition above about 50%;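 further: 0% = vehicle wells with protein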
Target sequence (O75030 whole entry, looked up): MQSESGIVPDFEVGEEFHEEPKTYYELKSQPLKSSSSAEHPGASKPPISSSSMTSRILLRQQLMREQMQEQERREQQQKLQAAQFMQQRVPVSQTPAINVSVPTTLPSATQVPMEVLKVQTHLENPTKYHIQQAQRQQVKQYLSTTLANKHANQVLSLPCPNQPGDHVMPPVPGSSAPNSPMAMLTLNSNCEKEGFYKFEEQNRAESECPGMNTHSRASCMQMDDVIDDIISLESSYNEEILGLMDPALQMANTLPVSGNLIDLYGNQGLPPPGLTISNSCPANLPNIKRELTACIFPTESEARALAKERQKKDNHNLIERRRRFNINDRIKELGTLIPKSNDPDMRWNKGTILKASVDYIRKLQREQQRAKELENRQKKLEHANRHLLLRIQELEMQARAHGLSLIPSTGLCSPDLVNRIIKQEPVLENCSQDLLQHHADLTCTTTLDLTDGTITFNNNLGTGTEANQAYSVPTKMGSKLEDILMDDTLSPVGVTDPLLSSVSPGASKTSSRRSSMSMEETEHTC
GPR151 activ = activators of human GPR151; PathHunter beta-arrestin GPR151 cells, luminescence; activation, % at 11.2 µM; 650,000 tested, 1% active; in the data active means activation above about 4.9%;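 further: 0% = median of compound wells and 100% = cells with positive control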
Target sequence (Q8TDV0 whole entry, looked up): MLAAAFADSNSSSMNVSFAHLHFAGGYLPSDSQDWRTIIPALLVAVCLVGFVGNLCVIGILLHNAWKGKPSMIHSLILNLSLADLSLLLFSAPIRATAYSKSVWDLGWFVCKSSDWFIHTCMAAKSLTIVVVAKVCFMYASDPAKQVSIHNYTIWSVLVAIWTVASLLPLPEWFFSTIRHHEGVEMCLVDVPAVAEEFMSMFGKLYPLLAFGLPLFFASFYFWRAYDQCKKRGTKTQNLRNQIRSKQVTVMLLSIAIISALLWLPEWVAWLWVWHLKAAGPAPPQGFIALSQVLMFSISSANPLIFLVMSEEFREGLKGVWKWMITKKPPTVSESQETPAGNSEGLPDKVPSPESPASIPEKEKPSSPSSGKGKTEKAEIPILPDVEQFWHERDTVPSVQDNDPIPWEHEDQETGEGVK
The depositor's hits bear a star; & = joins results of further samples. Compounds were not picked by outcome; any-hit rate near 3.4%.

SMILES	FBW7 activator	TEAD-YAP block	MITF inh	GPR151 activ
Cc1cccc(C)c1N1C(=O)CC(Nc2cccc(C(=O)O)c2)C1=O (configuration not stated)	0.0	-8	0	-1.6
CCCn1cnc2sc(C(=O)Oc3ccc(C(=O)OCC)cc3)c(C)c2c1=O	-0.1	0	5	-0.9
O=[N+]([O-])c1ccc(/C=C/c2nn3c(-c4ccccc4)nnc3s2)cc1	-0.3	0	9	-0.3
COC(=O)c1ccc(CN2CCCCC2C)cc1 (configuration not stated)	0.0	2	8	0.0
CCOC(=O)c1c(NC(=O)CSc2nnc(CNC(=O)c3ccc(OC)cc3)n2-c2ccc(F)cc2)sc2c1CCCC2	0.0	8	19	-1.1
O=C1C(Cl)=C(NCc2ccccc2)C(=O)N1c1ccccc1	0.0	-5	-2	2.8
O=c1oc2c(Cl)cc(Cl)cc2cc1-c1nnc(-c2ccc([N+](=O)[O-])cc2)o1	0.0	7	-7	0.1
O=C(CSc1nc2ccc(NC(=O)c3ccccc3C(=O)O)cc2s1)Nc1c(Cl)cccc1Cl	0.0	6	-1	0.7
O=C(Cc1ccccc1)Nc1ccc(Cc2ccncc2)cc1	0.2	11	12	-1.3
Fc1ccc(-c2cnn3c(NCCc4cccnc4)ccnc23)cc1Cl	-0.5	-62	-11	0.5
CCn1c(O)c(C=Nc2cccc(OC)c2)c(=O)[nH]c1=S	-0.1	-1	-4	0.8
COC(=O)c1cc2c(=O)n3ccccc3nc2n(CCCO)c1=N	0.3	2	8	-0.7
COc1cc(C2C(C(=O)Nc3nc4ccccc4s3)=C(C)NC3=C2C(=O)CC(C)(C)C3)ccc1O (configuration not stated)	0.0	6	0	0.4
COc1ccc(NC(=O)C2CC(=O)N(c3ccc(C)cc3)C2)cc1 (configuration not stated)	0.0	7	5	0.0
O=C(O)C1CC(O)CN1C(=S)Nc1ccccc1 (configuration not stated)	0.5	5	11	-1.1
Cc1cc(C)n(CCC(=O)N[C@H](Cn2nc(-c3ccc(F)c(F)c3)ccc2=O)C(C)C)n1	0.2	11	3	0.3
NC(=O)c1csc(N2CCN(Cc3ccc4c(c3)OCO4)CC2)n1	0.0	-3	4	0.9
COc1ccc(CN2CCN(Cc3ccc(O)c(OC)c3)CC2CCO)cc1C (configuration not stated)	-0.1	-6	-13	1.2
CC1(C)CC(=O)C2=C(C1)OC(c1cccs1)C(C#N)=C2N (configuration not stated)	0.3	-16	3	0.5
Nc1c(C(=O)N2CCCC2)sc(=S)n1CCc1ccccc1	-0.1	-10	15	-0.1

A draw from above in order of number of heavy atoms, lowest first:
SMILES	FBW7 activator	TEAD-YAP block	MITF inh	GPR151 activ
COc1ccc(NC(=O)C2CC(=O)N(c3ccc(C)cc3)C2)cc1 (configuration not stated)	0.0	7	5	0.0
Fc1ccc(-c2cnn3c(NCCc4cccnc4)ccnc23)cc1Cl	-0.5	-62	-11	0.5
CCCn1cnc2sc(C(=O)Oc3ccc(C(=O)OCC)cc3)c(C)c2c1=O	-0.1	0	5	-0.9

Continued.
SMILES	FBW7 activator	TEAD-YAP block	MITF inh	GPR151 activ
COc1ccc(NC(=O)CSCC(=O)Nc2ccccc2)cc1	-0.1	-3	-2	0.6
COC(=O)c1c(NC(=O)CC(C)(C)C)sc(C)c1C	-0.1	7	-3	0.5
O=C(CCc1ccc2c(c1)OCO2)N1CCC(c2[nH]ncc2-c2ccccc2)CC1	-0.3	-12	0	-1.8
COc1nc(NCCO)nc(Nc2cc(Cl)ccc2OC)n1	0.0	5	-2	-0.8
COCc1cc(C)nc(N/N=C/c2c[nH]c3ccccc23)c1C#N	-0.1	4	3	0.3
Cc1cc(N2C(=O)C3CC=CCC3C2=O)ccc1Br (configuration not stated)	0.1	-11	17	-0.9
CC1CCCCN1C(=O)CSc1nc2ccc([N+](=O)[O-])cc2s1 (configuration not stated)	-0.1	-14	7	3.7
CSCC(=O)NCC1Cc2cc(F)cc(-c3nc(C)cnc3C)c2O1 (configuration not stated)	0.7	-2	-15	0.8
CCOC(=O)CSc1nc(N2CCCCC2)c2c(c1C#N)CCCC2	0.0	1	13	-0.3
CCOC(=O)C1(CCc2ccccc2)CCN(Cc2cnc(N(C)C)s2)CC1	-0.1	9	-1	0.3
CCN1C(=O)C2C(c3cccs3)NC(Cc3ccccc3)(C(=O)OC)C2C1=O (configuration not stated)	-0.1	-1	11	2.5
Cc1ccc(/C=N\Nc2nccs2)cc1	0.0	-12	16	-0.6
COC(=O)/C(C#N)=C/c1c(Oc2ccc(Cl)c(C)c2)nc2c(C)cccn2c1=O	-0.1	-4	4	0.2
Clc1ccc(Cl)c2sc(N3CCCC3)nc12	-0.1	-4	6	2.6
COc1cccc(N2CCN(C(=O)c3cccnc3)CC2)c1	-0.3	1	4	0.0
COc1cccc(NS(=O)(=O)c2cc(C(=O)N3CCCCC3)ccc2NCCc2ccc(Cl)cc2)c1	-0.2	-4	7	3.2
CCC(CC)NC(=O)c1ccccc1[N+](=O)[O-]	0.1	14	-3	0.9
O=C(CNC(=O)c1ccco1)NCCc1ccccc1	1.5	7	22	-1.0
O=C(CN1C(=O)c2ccccc2C1=O)Nc1ccccc1C(=O)c1ccccc1	0.5	7	9	-1.7
CCC(=O)NC(c1cccs1)c1cc([N+](=O)[O-])c2cccnc2c1O (configuration not stated)	-0.8	2	45	0.6
COCCOC(=O)C1=C(C)NC(=O)NC1c1ccccc1 (configuration not stated)	-0.1	-2	2	-0.6
COc1ccccc1NC(=S)N(C)c1ccc(O)cc1	-0.1	9	16	-0.2
O=C(CCc1ccccc1)Nc1ccnn1C1CCN(Cc2ccc3nsnc3c2)CC1	0.0	11	14	-0.2
CCOCCCNC(=O)Cn1nnnc1CN1CCC(C)CC1	0.5	0	6	-2.1
CCOc1ccc(-c2noc(CCCC(=O)NCc3cccnc3)n2)cc1OC	-0.2	-1	1	0.2
CCNc1nc(OCCNC(=O)COc2ccc(Cl)cc2Cl)nc(N(C)C)n1	-0.1	5	18	0.1
CCN1CCN(C(c2cccs2)C(C)NC(=O)c2cc(OC)c(OC)c(OC)c2)CC1 (configuration not stated)	0.1	4	-9	1.7
O=C1Nc2ccc(Br)cc2/C1=N/N=C/c1ccccc1O	0.0	0	-12	0.5
O=C(COc1ccc(Cl)cc1)Nc1ccc(Br)cc1Br	0.0	-48	-1	-0.9
O=C(N/N=C/c1c(Cl)cccc1Cl)C(=O)NC1CCCCC1	0.1	-1	7	0.5
Cc1ccccc1-n1nnnc1SCc1nc2sc(C)c(C)c2c(=O)[nH]1	0.0	4	-11	0.2
Cc1ccc(-n2ncc3c2ncn2c(-c4ccccc4)nnc32)cc1	0.2	-5	10	0.3
O=C(CN1Cc2ccccc2C1=O)NCc1ccccc1	-0.1	-18	-16	-1.1
O=C(Cc1cn(-c2ccc(NCc3ccc4c(c3)OCO4)nn2)c2ccccc12)NC1CCN(Cc2ccccc2)CC1	-0.1	-13	-5	0.2
COc1ccc(C)cc1S(=O)(=O)Nc1ccc(-c2cn3ccc(C)nc3n2)cc1	0.0	-5	-15	-1.1
COc1cccc(NC(=O)Cn2cnc3sc(C)c(C)c3c2=O)c1	0.5	8	-15	1.8
CCCNC(=O)C1CCN(c2ccc(Nc3ccc(C(F)(F)F)cc3)nn2)CC1	0.1	2	15	-0.1
CC1(c2ccccc2)CC(O)CC(c2ccccc2)N1 (configuration not stated)	-0.2	3	10	-1.4
O=C(c1ccccc1)c1ccc2c(c1)OCCOCCOCCO2	0.1	4	7	-0.4
CC(=O)OC1CCC2C3CCc4cc(O)ccc4C3CCC12C (configuration not stated)	-0.1	4	0	0.4

Laid out differently: entries from further up.
COc1cccc(NC(=O)Cn2cnc3sc(C)c(C)c3c2=O)c1
  FBW7 activator = 0.5; TEAD-YAP block = 8; MITF inh = -15; GPR151 activ = 1.8
O=C(CSc1nc2ccc(NC(=O)c3ccccc3C(=O)O)cc2s1)Nc1c(Cl)cccc1Cl
  FBW7 activator = 0.0; TEAD-YAP block = 6; MITF inh = -1; GPR151 activ = 0.7

Remaining list, next part
SMILES	FBW7 activator	TEAD-YAP block	MITF inh	GPR151 activ
Cc1ccc(S(=O)(=O)NCCNS(=O)(=O)c2ccccc2[N+](=O)[O-])c([N+](=O)[O-])c1	-0.1	-5	7	-0.6
COc1ccc(CCNC(=O)c2ncoc2-c2ccc(OC)cc2)cc1	0.1	1	14	0.2
COc1ccc(OCC(=O)Nc2nn3c(-c4ccccc4)nnc3s2)cc1	0.1	6	5	-0.1
CCOC(=O)C1=C(CC)NC2=C(C(=O)CCC2)C1c1cccc([N+](=O)[O-])c1 (configuration not stated)	0.1&0.0	0&5	15&5	-0.2&0.2
COc1cccc(C2c3c(-c4ccccc4O)n[nH]c3C(=O)N2CC2CCCO2)c1 (configuration not stated)	-0.6	10	4	1.0
COc1ccc(S(=O)(=O)N2CCN(c3ccc(-c4cccs4)nn3)CC2)cc1	-0.1	6	-25	-0.8
COc1ccc(N2C(=O)/C(=C/c3cccs3)C(=O)NC2=S)c(OC)c1	0.0	8	8	5.2*
CCN(C(=O)C(=O)N(CC)c1ccccc1)c1ccccc1	0.0	-15	4	-0.5
COCCNC(=O)CN(C(=O)CCC(=O)Nc1ccccn1)c1cccc(F)c1	1.1	1	10	-0.4
Oc1ccc(N2CCN(CC(O)c3ccccc3)CC2)cc1 (configuration not stated)	-0.1	-4	2	-0.4
CC(C)(C)NC(=O)C(c1ccco1)N(C(=O)C1COc2ccccc2O1)c1ccccc1 (configuration not stated)	0.0	-9	6	-0.2
COC(=O)c1ccc(C=C2C(=O)NC(=O)NC2=O)cc1	0.2	4	11	0.7
O=C(CSc1ccc(Cl)cc1)NC1CCCC1	0.1	-37	12	0.5
CC1(NCC(O)COc2ccccc2)CCS(=O)(=O)C1 (configuration not stated)	-0.3	8	65*	0.4
CCN1C(=O)CC(C(=O)OC)C12CCN(Cc1ccc(OC)c(OC)c1)CC2 (configuration not stated)	0.0	2	18	3.0
COc1ccc(/C=C2\C=C(c3ccccc3)N(c3ccccc3O)C2=O)cc1	0.6	-13	24	-1.3
C/C(=N\Nc1nc2ccccc2n2cnnc12)c1ccc(Cl)cc1	0.1	-8	-9	-0.8
Cc1ccc(Oc2ccc(NC(=O)Cc3ccc(Cl)cc3)cc2)nn1	0.0	-13	-11	3.4
O=C1N[C@@H](Cc2ccccc2)C(=O)N2CCN(S(=O)(=O)c3ccc(Cl)cc3)C[C@H]12	-0.1	-3	-7	1.5
CSc1ccc(CC2(C)C(=O)Nc3ccccc32)cc1 (configuration not stated)	-0.1	9	-9	0.1

Record cards (already shown). Order of screens: FBW7 activator, TEAD-YAP block, MITF inh, GPR151 activ
CCN(C(=O)C(=O)N(CC)c1ccccc1)c1ccccc1 is entered as 0.0, -15, 4, -0.5
Oc1ccc(N2CCN(CC(O)c3ccccc3)CC2)cc1 (configuration not stated) is entered as -0.1, -4, 2, -0.4
COc1ccc(CCNC(=O)c2ncoc2-c2ccc(OC)cc2)cc1 is entered as 0.1, 1, 14, 0.2
CSc1ccc(CC2(C)C(=O)Nc3ccccc32)cc1 (configuration not stated) is entered as -0.1, 9, -9, 0.1

(list continues)
SMILES	FBW7 activator	TEAD-YAP block	MITF inh	GPR151 activ
Cc1ccccc1C1(CC(=O)N(C)C(C)c2ccon2)CC(=O)N(Cc2ccccc2)C1=O (configuration not stated)	-0.1	-65	-12	-0.8
Cc1cc(CN2CCOCC2)oc1C(=O)N1CCCCC1c1nc2ccccc2[nH]1 (configuration not stated)	0.0	-8	0	0.1
N/C(=C\C(=O)c1ccccc1O)C(F)(F)F	-0.1	-3	4	0.9
Cc1c(NC(=O)CSc2nc3c(c(=O)n(C)c(=O)n3C)n2C)c(=O)n(-c2ccccc2)n1C	-0.1	5	9	1.5
c1ccc(OCc2nc3ccccc3n2CC2CCN(Cc3ccccn3)CC2)cc1	-0.6	5	90*	0.0
CCCC(c1nnnn1C1CCCCC1)N1CCN(c2ncccn2)CC1 (configuration not stated)	0.0	15	9	0.7
CN1CCN(Cc2c(O)ccc3c(=O)c(-c4nc5ccccc5s4)c(N)oc23)CC1	-0.1	-11	-14	-0.7
CCCc1cc2c(=O)c(-c3ccc(C(=O)OCC)o3)c(C(=O)OCC)oc2cc1OC(C)=O	-0.1	-5	-4	0.1
CCn1cc(C(=O)N2C[C@H](C(=O)O)[C@@H](c3ccc(F)cc3)C2)cn1	-0.1	0	14	-0.9
COc1ccc2nc(-c3ccc(NC(=O)c4cccc(Cl)c4)cc3)cn2n1	0.0	-2	-10	-0.5
CCc1cc2c(N3CCN(CCO)CC3)ncnc2s1	0.2	-1	1	-1.0
COC(=O)C1(C)NC(c2ccccc2C)C2C(=O)N(c3ccccc3)C(=O)C21 (configuration not stated)	0.2	-9	23	-1.2
C=CCSc1nnc2c(n1)OC(c1cc(Br)c(OC(C)=O)c(OC)c1)N(C(C)=O)c1ccccc1-2 (configuration not stated)	0.0	-16	16	-1.2
CCc1ccccc1N(CC(=O)N1CCN(c2ccccc2OC)CC1)S(C)(=O)=O	0.1	12	-3	2.3
Cc1ccc(C23CC4CC(CC(NC(=O)NC(C)(C)CO)(C4)C2)C3)cc1	0.2	7	14	-0.1
CCOc1ccc(CC(=O)Nc2ccc3c(c2)CC(=O)N3C)cc1	-0.1	-3	15	-1.2
COc1ccc(C2C(C(=O)N3CCN(c4cccc(Cl)c4)CC3)c3ccccc3C(=O)N2Cc2ccc(F)cc2)cc1 (configuration not stated)	0.0	3	14	0.8
CC(C)OC(=O)c1ccc2c(c1)C(=O)N(c1ccc(N)cc1)C2=O	0.2	3	5	1.3
COc1ccc(C2CC(=O)c3sc(NC(C)=O)nc3C2)cc1 (configuration not stated)	0.0	-6	-1	-0.5
